MLLE-PAM2 inh: inhibitors of microRNA-mediated deadenylation, human PABP1 MLLE binding. P11940. GST-MLLE / FITC-PAM2 fluorescence polarization. inhibition, % at 20 µM. 360,000 compounds, 0.36% hits; in the data active means inhibition above about 35%, passing the limit was not always enough;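 further: plate controls were DMSO wells with GST-MLLE for no effect and wells lacking GST-MLLE protein for full effect; some results filed as inactive read as strong as hits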
Target sequence (P11940 whole entry, looked up): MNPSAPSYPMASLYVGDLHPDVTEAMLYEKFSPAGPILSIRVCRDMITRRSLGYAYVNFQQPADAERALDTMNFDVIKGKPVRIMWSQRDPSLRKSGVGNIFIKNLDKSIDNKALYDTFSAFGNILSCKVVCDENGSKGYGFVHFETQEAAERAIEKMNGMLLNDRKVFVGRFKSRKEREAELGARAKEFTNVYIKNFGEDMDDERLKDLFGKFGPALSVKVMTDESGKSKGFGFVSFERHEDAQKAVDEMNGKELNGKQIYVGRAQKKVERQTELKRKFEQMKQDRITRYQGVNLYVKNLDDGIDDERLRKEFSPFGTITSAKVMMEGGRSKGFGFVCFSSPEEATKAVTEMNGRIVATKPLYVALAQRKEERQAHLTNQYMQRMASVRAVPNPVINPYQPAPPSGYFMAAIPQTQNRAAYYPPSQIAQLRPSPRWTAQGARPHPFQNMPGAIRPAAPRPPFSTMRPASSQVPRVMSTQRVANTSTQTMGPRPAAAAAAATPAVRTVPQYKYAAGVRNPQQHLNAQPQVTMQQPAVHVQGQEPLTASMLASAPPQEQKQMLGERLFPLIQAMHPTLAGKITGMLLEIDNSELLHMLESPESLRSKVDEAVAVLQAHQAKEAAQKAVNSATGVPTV
Scp1 inh: Scp-1 (human) phosphatase inhibition; inhibition, % at 20 µM; Q9GZU7; AID 493091; 340,000 compounds, 0.88% hits; Recombinant Scp1, phosphopeptide, malachite green phosphate absorbance;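 active means inhibition above about 50% at 20 µM, limit read from the data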;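 further: plate controls were DMSO wells with enzyme for no effect and wells lacking enzyme for full effect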
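Incubation: 45 min enzyme reaction at room temperature / System: truncated SCP-1 phosphatase (76-261aa) / Reagent: Phospho 17-mer peptide substrate / Buffer or medium: Acidic Tris acetate buffer with magnesium and detergent / Signal: absorbance at 630 nm / Doses: one concentration, 20 µM, with 1.0% DMSO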
STEP block: inhibitors of human striatal-enriched phosphatase STEP | P54829 | recombinant STEP, OMFP fluorogenic substrate, fluorescence | inhibition, % at 20 µM | 360,000 compounds, 0.25% hits;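 active means inhibition at 20 µM, scaled per plate between control wells, above about 37%, limit read from the data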;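 further: 0% = DMSO with enzyme and substrate and 100% = substrate only without enzyme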
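Also added – OMFP at 25 µM · Test system – STEP tyrosine phosphatase · Technique – FITC-channel fluorescence of OMFP product · Schedule – 20 min at room temperature, dark · Evaluation – control-normalized % inhibition with plate pattern correction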
LMPTP block: blocks human LMPTP phosphatase; P24666; recombinant LMPTP-A, OMFP fluorogenic substrate, fluorescence intensity; inhibition, % at 20 µM; 360,000 compounds, 0.22% hits; AID 651560;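 active means compounds that cut the enzyme signal by at least half of the control window in the single-dose screen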;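 further: plate controls were DMSO wells with enzyme plus substrate for no effect and substrate without enzyme for full effect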
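Test system: LMPTP-A, protein tyrosine phosphatase of low molecular weight; Input: 0.625 nM enzyme; Incubation: 50 min dark incubation at room temperature; Signal: endpoint fluorescence intensity from OMFP dephosphorylation; Read-out basis: % inhibition versus control wells.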
Rpn11 block: Rpn11 (human) deubiquitinase inhibition; calls only at 20 µM; 360,000 compounds, 0.59% hits; AID 588493; human 26S proteasome, Ub4-pepOG fluorescence polarization; 20S core pre-blocked with epoxomicin;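 active means inhibition at 20 µM, scaled to each plate's controls, above about 33%, limit read from the data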
Target sequence (O00487 whole entry, looked up): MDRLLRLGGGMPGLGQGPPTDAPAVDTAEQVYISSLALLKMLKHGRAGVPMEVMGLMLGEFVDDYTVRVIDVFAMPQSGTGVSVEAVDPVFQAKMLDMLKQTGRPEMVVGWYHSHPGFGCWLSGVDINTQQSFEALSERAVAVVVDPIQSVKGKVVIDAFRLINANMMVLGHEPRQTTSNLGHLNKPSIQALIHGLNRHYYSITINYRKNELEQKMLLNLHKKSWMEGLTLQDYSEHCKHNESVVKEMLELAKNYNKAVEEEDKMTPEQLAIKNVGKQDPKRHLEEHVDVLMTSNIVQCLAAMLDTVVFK
Tb MetRS inh: blocks T. brucei methionyl-tRNA synthetase activity. purified T. brucei MetRS, ATP depletion, Kinase-Glo luminescence. inhibition, % at 11.9 µM. 360,000 compounds, 0.4% hits;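 active means inhibition above a per-plate cutoff of the control wells' mean inhibition plus 3 SD, cut at about 5.5% in these data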;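 further: 0% = DMSO wells median and 100% = median of wells with control inhibitor compound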
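Dosing: 11.9 µM compound single dose, 0.9% DMSO; Assay system: purified T. brucei MetRS enzyme; Measured by: Kinase-Glo luciferase luminescence reporting remaining unconsumed ATP; Schedule: 15 min plus 2 h at 25 °C.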
SUMO1 PPI mod: modulators of human SUMO1-mediated protein-protein interactions | SUMO1 binding to a labelled peptide, TR-FRET, 1 h | inhibition, % at 20 µM | P63165 | 360,000 compounds, 0.33% hits | AID 602429; in the data active means inhibition above about 37%
Target sequence (P63165 whole entry, looked up): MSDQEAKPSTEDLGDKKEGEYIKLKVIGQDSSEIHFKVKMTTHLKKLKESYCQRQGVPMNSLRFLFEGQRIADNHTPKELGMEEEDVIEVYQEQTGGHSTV
CSN deneddyl inh: inhibitors of human CSN-mediated cullin deneddylation | 360,000 compounds, 0.38% hits | Q92905 | inhibition, % at 12.5 µM | Purified CSN, SCF-Nedd8-OG deneddylation, fluorescence polarization;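 active means pattern-corrected inhibition above about 35%, with an unprinted fluorescence ratio check between 0.5 and 1.5, limit read from the data, passing the limit was not always enough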;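 further: 0% = enzyme with substrate and 100% = substrate without enzyme; some results filed as inactive read as strong as hits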
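Assay system: Purified human Csn5 enzyme expressed in HEK293T cells | Amount: Enzyme 0.24 nM | Measured by: Fluorescence polarization readout | Medium: Tris/NaCl/DTT buffer, pH 7.5 | Compound dosing: One concentration, 12.5 µM, 0.25% DMSO | Times: 90 min incubation of compound, enzyme and substrate at room temperature | Control set: no-enzyme wells high, enzyme-with-substrate wells low | Read-out: % inhibition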
DNMT1 inh: blocks human DNA methyltransferase DNMT1. inhibition (reported as % activation of signal), % at 10 µM. 360,000 compounds, 0.83% hits. DNMT1 molecular beacon, Hinp1I cleavage, fluorescence; in the data active means inhibition above about 50%
NadD block: NadD (S. aureus) enzyme inhibition; inhibition, % at 20 µM; 360,000 compounds, 0.78% hits; purified NadD enzyme, colorimetric absorbance read-out; AID 602399; in the data active means inhibition above about 26%; further: some compounds past the cut are filed as inactive
Numbers without * were called inactive; i = inactive; . = no result given. Rows were taken by chance; any-hit rate near 3.6%.

SMILES	MLLE-PAM2 inh	Scp1 inh	STEP block	LMPTP block	Rpn11 block	Tb MetRS inh	SUMO1 PPI mod	CSN deneddyl inh	DNMT1 inh	NadD block
CCNC(=O)N1C(=O)C2(OCCO2)c2ccccc21	9	-19	-1	-0.9	i	-0.4	-1	-3	2	-1
CS(=O)(=O)Nc1cccc(C2=NN(C(=O)c3ccccc3)C(c3cccs3)C2)c1 (stereo not drawn)	8	-13	1	1.6	i	-0.2	-3	0	-2	-3
CC(=O)c1ccccc1OC(=O)CCN1C(=O)C2C3C=CC(C4CC34)C2C1=O (stereo not drawn)	7	-4	-3	-1.2	i	-0.5	2	2	1	-2
NC(=O)c1ccsc1NC(=O)COC(=O)/C=C/c1ccc([N+](=O)[O-])cc1	16	71*	7	64*	i	0.5	14	0	11	22
O=C(CSc1nc(=O)n2ccccc2n1)N1N=C(c2cccs2)CC1c1ccc(F)cc1 (stereo not drawn)	2	-2	1	2.6	i	-0.2	-12	7	-1	13
N=c1c2c3c(sc2ncn1N)CCCCC3	14	-4	2	2.4	i	0.2	1	-2	-1	4
CCCC[C@@H]1CN=C(N)N1CCc1cccc(F)c1	3	-3	-2	-0.9	i	-0.1	5	3	2	-3
COc1ccccc1CNCc1cc(OC)c(OC)cc1OC	-10	-6	-1	-1.4	i	-0.4	0	-2	2	-7
CC(=O)Nc1nc(C)c(Oc2cccc(C(F)(F)F)c2)c(=O)[nH]1	7	-3	-1	-1.4	i	-0.6	2	-1	0	-6
N#C/C(=C/c1ccc(O)c(O)c1)C(=O)NCc1ccc(Cl)cc1	-40	-6	4	1.0	i	15*	-23	-1	0	4
COc1ccc2c(c1)C1NC(=S)N[C@@](C)(O2)C1C(=O)Nc1ccccc1 (stereo partly drawn)	-128	7	-3	-0.2	i	-0.2	3	0	0	-1
Cc1ccc2[nH]c(=O)c(CN(C)C(=O)c3cccs3)cc2c1	2	-3	-1	0.0	i	-1.2	0	-5	2	-2
CCn1cc(C(=O)OCC(=O)N(C)Cc2ccccc2)c(=O)c2ccc(C)nc21	2	-3	1	-0.6	i	0.7	5	-7	4	2
Cc1csc(NC(=O)c2cc(C)nc3ccccc23)n1	-1	-5	-3	-1.1	i	-0.2	-4	-7	-4	-6
COc1ccc(NC(=O)c2ccco2)cc1NC(=O)c1cccs1	-13	-11	-2	-1.6	i	-0.2	-4	-4	-1	4
CCOC(=O)N1CCN(C(=O)COC(=O)c2cc(Cl)c(O)c(Cl)c2)CC1	-1	2	1	-1.9	i	-0.3	2	-3	2	1
O=C(NC(=S)Nc1ccccc1)c1ccc(Br)o1	25	-8	-2	0.9	i	0.6	3	-2	3	-4
CC(=O)Oc1ccc2occ(C(=O)c3ccccc3)c2c1	-1	-1	-2	0.1	i	1.6	2	0	-1	-4
Cc1cccc(NC(=O)c2ccc(-n3cccn3)c([N+](=O)[O-])c2)c1	7	-5	-3	-0.1	i	0.2	-4	-1	-6	-8
Cc1coc2c(C)c3oc(=O)c(CCC(=O)NCCC(=O)O)c(C)c3cc12	7	40	1	-1.0	i	-0.9	14	-2	5	1
Nc1nc(SCc2ccccc2)c2ncn(C3OC(CO)C(O)C3O)c2n1 (stereo not drawn)	6	-7	-1	-1.1	i	-0.3	2	1	-4	0
CCN(CC)CCNS(=O)(=O)c1ccc(Cl)cc1	8	-11	-19	-8.5	i	-0.2	2	4	0	-2
CC(=O)Nc1ccc(S(=O)(=O)N2CCN(C(=O)N3CCOCC3)CC2)cc1	-2	3	0	-0.8	i	-0.7	-2	4	3	6
CC(C)CNC(=S)NC(=O)c1ccc([N+](=O)[O-])cc1	30	-13	1	0.0	i	-0.9	-14	2	-4	-9
CC(NC(=O)c1ccc(C(C)(C)C)cc1)C(=O)O (stereo not drawn)	-7	-7	-5	-1.4	i	0.1	-4	7	3	6

2 entries drawn at random from the list so far:
SMILES	MLLE-PAM2 inh	Scp1 inh	STEP block	LMPTP block	Rpn11 block	Tb MetRS inh	SUMO1 PPI mod	CSN deneddyl inh	DNMT1 inh	NadD block
COc1ccc(NC(=O)c2ccco2)cc1NC(=O)c1cccs1	-13	-11	-2	-1.6	i	-0.2	-4	-4	-1	4
CCCC[C@@H]1CN=C(N)N1CCc1cccc(F)c1	3	-3	-2	-0.9	i	-0.1	5	3	2	-3

Carrying on:
SMILES	MLLE-PAM2 inh	Scp1 inh	STEP block	LMPTP block	Rpn11 block	Tb MetRS inh	SUMO1 PPI mod	CSN deneddyl inh	DNMT1 inh	NadD block
COc1ccc(Nc2nc3c(C)cccc3cc2C#N)cc1	3	5	5	1.0	i	-0.8	-1	-3	1	-1
COc1ccc(NC(=O)c2sc(SCc3ccccc3)nc2N)cc1	-5	-15	-1	1.3	i	0.4	-12	2	-3	-12
Cc1cc2nccnc2cc1C	1	-8	-4	-1.4	i	0.2	4	-2	-1	-2
CC1(NC(=O)Cn2cc(C(F)(F)F)ccc2=O)CCS(=O)(=O)C1 (stereo not drawn)	-7	-6	-2	-2.4	i	-0.4	5	0	5	-5
C[C@H]1C=C(C(=O)N2CCN(Cc3ccc4c(c3)OCO4)CC2)O[C@@H](OCc2ccc(CO)cc2)C1	-1	2	1	-0.8	i	-0.5	3	-2	7	0
O=C1CC(=O)N(C2CCCCC2)C(=O)N1c1ccccc1S(=O)(=O)Oc1ccccc1	-106	.	-1	-0.2	.	-1.0	3	24	-10	-1
Cc1cc(-c2ccccc2)nc(N/N=C/c2ccccc2)n1	8	1	-2	0.3	i	-0.7	-7	2	1	7
O=NN(Cc1cccnc1)Cc1cccnc1	-17	.	-1	-2.2	i	-1.2	4	1	1	13
O=C1NC(=O)C(=CC=Cc2ccccc2)S1	-15	.	0	-1.2	i	-0.1	-8	-3	-1	2
COc1ccccc1N1CCN(C(=O)CCC(=O)Nc2nnc(C(C)C)s2)CC1	1	-2	0	-0.5	i	-0.4	0	-4	0	4
CC1CCc2c(sc3ncnc(SCC(=O)Nc4ccc(C(=O)O)cc4)c23)C1 (stereo not drawn)	-4	-5	2	36	i	0.2	19	2	2	11
N#Cc1cccc(CN2CCC(=O)N([C@H](CO)Cc3ccccc3)CC2)c1	-11	-6	-2	-2.0	i	0.4	-3	-4	6	-4
C[C@H]1CN=C(N(C)C)N1CCC1CCCCC1	-3	-2	3	-1.2	i	-0.1	8	3	8	-7
O=c1[nH][nH]c(C(F)(F)F)c1C=Nc1ccc(Cl)cc1	2	5	-2	-5.8	i	0.6	2	2	4	-4
CN(C)/C=C1\N=C(c2ccc3c(c2)OCO3)OC1=O	-1	-13	4	-1.8	i	-0.6	-19	-4	-1	-3
Cc1ccc(NC(=O)CC2SC(=NC3CCCCC3)NC2=O)cc1 (stereo not drawn)	8	-7	0	-0.2	i	0.0	4	-9	-2	1
O=C1c2ccccc2C(=O)N1CCc1nc(-c2ccccn2)no1	-11	-8	-6	-0.3	i	-0.2	-18	4	0	-3
O=C(O)CCCCCN=C1CCc2ccccc2N1	5	0	1	-1.5	i	0.0	5	2	1	0
COc1ccc(C(=O)C2CCCN(C(=O)c3ccnn3C)C2)c(C)c1 (stereo not drawn)	-9	-6	6	0.2	i	-0.5	-1	3	0	1
COc1ccccc1CN1CCCCCC1	6	4	-2	-1.6	i	-0.8	-8	-1	0	-4
COc1ccc2c(c1)CC/C(=C/c1cc(OC)c(OC)c(OC)c1)C2=O	-7	-9	5	0.4	i	-0.4	-10	-5	1	-8
O=C(Nc1ccc(Oc2ccc(Br)cc2)cc1)C1=CC=CN2CCS(=O)(=O)N=C12	14	-8	-2	1.1	i	-0.2	-1	8	7	-6
CSCC[C@H](N)C(=O)NC[C@H]1CC[C@H](C(=O)N[C@@H](Cc2ccccc2)C(=O)O)CC1	13	2	-1	-1.1	i	-1.4	2	1	0	-9
Cc1cc(C)nc(Nc2ccc(Cl)cc2C)n1	1	-5	0	-2.1	i	-0.5	4	3	1	-3
COC1CCCN(Cc2cn(C)nc2-c2ccc(Oc3ccccc3)cc2)C1 (stereo not drawn)	-2	9	-2	1.1	i	0.2	1	2	3	-5
COc1ccc2cc(C(=O)N3CCCC(Nc4ccc(F)cc4)C3)n(C)c2c1 (stereo not drawn)	-12	-5	-3	-0.3	i	-0.4	3	-1	-2	-2
COc1ccccc1C1NC(=O)NC(C)=C1C(=O)OCc1ccccc1 (stereo not drawn)	2	13	-1	-0.8	i	-1.7	1	7	0	-3

Molecules from the list above that have a thiophene ring, fused or not (seven):
SMILES	MLLE-PAM2 inh	Scp1 inh	STEP block	LMPTP block	Rpn11 block	Tb MetRS inh	SUMO1 PPI mod	CSN deneddyl inh	DNMT1 inh	NadD block
CS(=O)(=O)Nc1cccc(C2=NN(C(=O)c3ccccc3)C(c3cccs3)C2)c1 (stereo not drawn)	8	-13	1	1.6	i	-0.2	-3	0	-2	-3
NC(=O)c1ccsc1NC(=O)COC(=O)/C=C/c1ccc([N+](=O)[O-])cc1	16	71*	7	64*	i	0.5	14	0	11	22
O=C(CSc1nc(=O)n2ccccc2n1)N1N=C(c2cccs2)CC1c1ccc(F)cc1 (stereo not drawn)	2	-2	1	2.6	i	-0.2	-12	7	-1	13
N=c1c2c3c(sc2ncn1N)CCCCC3	14	-4	2	2.4	i	0.2	1	-2	-1	4
Cc1ccc2[nH]c(=O)c(CN(C)C(=O)c3cccs3)cc2c1	2	-3	-1	0.0	i	-1.2	0	-5	2	-2
COc1ccc(NC(=O)c2ccco2)cc1NC(=O)c1cccs1	-13	-11	-2	-1.6	i	-0.2	-4	-4	-1	4
CC1CCc2c(sc3ncnc(SCC(=O)Nc4ccc(C(=O)O)cc4)c23)C1 (stereo not drawn)	-4	-5	2	36	i	0.2	19	2	2	11

High-throughput results as filed in PubChem.
